# Cneo AK release: Cryptococcus neoformans cell lysis inducers, primary screen, AK release luminescence, single concentration; C. neoformans lysis, adenylate kinase release luminescence, 4 h; normalised: neutral wells 0, clomiphene wells 100; lysis activity, % at 15 µM; 0.2% of 360,000 active;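 active means mean lysis activity across replicates of at least 80%, whatever share of replicates individually reach that level; inactive means mean lysis activity below 80%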
#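 Schedule: static 4 h at 37 °C with compound, 1 h detection; system: C. neoformans cells; benchmarks: Clomiphene as positive control; buffer or medium: fresh YPD medium; measure: luminescence rise reflecting yeast cell lysis; measured by: luminescent adenylate kinase detection reagent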
# LGR2 inh: inhibitors of bursicon-induced LGR2 CRE-luciferase signal, primary screen, cell-based, HEK293, CRE-luciferase reporter, bursicon stimulation. Drosophila bursicon receptor LGR2 (rickets). bursicon-stimulated, 4 h. inhibition, % at 9.99 µM. 0.35% of 380,000 active. AID 720647, 2013;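 active means drop in luminescence signal, shown as inhibition above about 50% in the replicate tests, limit read from the data, passing the limit was not always enough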;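 further: agonist challenge used bursicon conditioned medium at about half maximal strength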
# PglD DTNB: C. jejuni PglD acetyltransferase inhibitors, primary screen, biochemical, DTNB colorimetric, single point. purified PglD enzyme, DTNB colorimetric CoA detection. UDP-N-acetylbacillosamine N-acetyltransferase PglD (Campylobacter jejuni). 0.098% of 360,000 active. inhibition, % at 12.5 µM. AID 602405, 2012; in the data active means inhibition above about 16%, passing the limit was not always enough; further: strong numbers were not always called active
# ARNT-TACC3 inh: disruptors of ARNT/TACC3 protein interaction, primary screen, biochemical, AlphaScreen, single concentration; inhibition, % at 9.99 µM; AID 623870, 2012; 0.66% of 390,000 active; Transforming acidic coiled-coil-containing protein 3 (Homo sapiens), Q9Y6A5; AlphaScreen His-ARNT PAS-B/GST-TACC3 binding, luminescence; TACC3 fragment carries E629A point mutation;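 active means mean inhibition of replicates at least 50% and at least half of replicates each reaching 50%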;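 further: 0% = complete ARNT plus TACC3 wells and 100% = ARNT alone without TACC3; many hits fall short of the cut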
# Statin myotox sup: suppressors of statin myotoxicity in C2C12 myotubes, primary screen, cell-based, single point, plate reader. C2C12 myotubes + simvastatin, ATP luminescence, 48 h; scaled: DMSO 0, geranylgeraniol control 100. rescue of ATP level, % at 7.49 µM. 0.78% of 330,000 active. AID 602340, 2012;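 active means mean ATP rescue above about 67%, or every replicate alone reaching that limit, limit read from the data, passing the limit was not always enough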;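 further: myotubes were challenged with 10 µM simvastatin during compound exposure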
# PAX8 reporter: inhibitors of PAX8-driven TPO luciferase reporter, primary screen, RMG-I cells, single concentration; AID 652154, 2013; SteadyGlo, 24 h; inhibition, % at 12.6 µM; 1.2% of 360,000 active;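 active means mean replicate inhibition at least 60% with every replicate also reaching 60%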;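 further: luciferase light reporting Pax8 driven TPO promoter activity; plate controls were median of neutral control wells for no effect and mitoxantrone controls for full effect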
# PGC1a acetyl inh: inhibitors of PGC1a acetylation signal, primary screen, cell-based, U2OS, AlphaScreen, inhibitor mode; AlphaScreen anti-acetyl-lysine; with virally co-expressed GCN5 acetyltransferase; inhibition, % at 15.6 µM; 0.17% of 350,000 active;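 active means every replicate shows inhibition of at least 40%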;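 further: 0% = neutral control wells and 100% = positive control wells; some results beyond the cut were filed as inactive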
# INS-1E GSIS act: GLuc luminescence reporter in INS-1E cells, primary screen for activators of glucose-dependent secretion of insulin. activation, % at 16.6 µM. 0.61% of 370,000 active. INS-1E GLuc reporter insulin secretion, 2-3 h. AID 743287, 2014;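 active means lowest replicate activation of at least 40%, so every replicate reaches that level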;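 further: 0% = median of neutral control wells and 100% = median of IBMX positive control wells; some compounds called inactive have numbers as strong as hits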
# Starred values were filed as active, the others as inactive; / = not tested or not shown; & = joins results of further samples. Only part of the results is shown, so the mix of outcomes need not match the whole.
SMILES,Cneo AK release,LGR2 inh,PglD DTNB,ARNT-TACC3 inh,Statin myotox sup,PAX8 reporter,PGC1a acetyl inh,INS-1E GSIS act
COc1cc([C@H]2Oc3cc([C@H]4Oc5cc(O)cc(O)c5C(=O)[C@@H]4O)ccc3O[C@@H]2CO)ccc1O,-2,-7,8,2,1,1,-24,5
CN(C)CCOc1ccccc1Cc1ccccc1,2,9,2,-7,0,-3,0,/
COc1ccc(/C=N/NC(=O)c2ccncc2)cc1OC,7,-3,-4,-3,-6,1,13,35
Cc1cccc2c1NC(=O)/C2=C\C(=O)c1cccs1,0,/,9,-2,9,/,/,/
O=c1cc(-c2ccc(O)cc2)oc2cc(O[C@@H]3O[C@H](CO)[C@@H](O)[C@H](O)[C@H]3O[C@@H]3OC[C@](O)(CO)[C@H]3O)cc(O)c12,-1,-2,7,-1,-5,-16,/,1
C[C@@H]1C[C@H]2[C@@H]3C[C@H](F)C4=CC(=O)C=C[C@]4(C)[C@@]3(F)[C@@H](O)C[C@]2(C)[C@@]1(O)C(=O)COC(=O)C(C)(C)C,-1,-3,-1,-4,5,4,4,/
C[C@H]1c2cccc(O)c2C(O)=C2C(=O)[C@]3(O)C(O)=C(C(N)=O)C(=O)[C@@H](N(C)C)C3[C@@H](O)C21 (stereo partly specified),-1,-6,1,36*,5,20,5,/
CCOC(=O)NNc1nncc2ccccc12,-2,-13,-1,-2,1,-4,-4,/
CC(=O)Nc1ccc(O)cc1,-2,11,-1,8,-17,/,1,-4
CC(C)(CO)C(O)C(=O)NCCCO (stereo unspecified),2,-2,2,-1,0,2,/,4
NNC(=O)CP(=O)(c1ccccc1)c1ccccc1,1,-3,4,25,4,-2,27,-2
COc1ccc(/C=C/C(=O)O)cc1,-2,6,14,/,10,/,-8,1
CCn1cc(C(=O)O)c(=O)c2cc(F)c(N3CCNCC3)nc21,-2,/,-4,-4,1,-2,-9,/
CC[C@]1(O)C[C@@H]2CN(CCc3c([nH]c4ccccc34)[C@@](C(=O)OC)(c3cc4c(cc3OC)N(C)[C@H]3[C@@](O)(C(=O)OC)[C@H](OC(C)=O)[C@]5(CC)C=CCN6CC[C@]43[C@@H]65)C2)C1,3,/,-2,16,-98,95*,8,/
CCCCOc1ccc(CC(=O)NO)cc1,3,-19,1,-7,15,-23,5,/

# Complete entries, quoted from the list. Values in the order: Cneo AK release	LGR2 inh	PglD DTNB	ARNT-TACC3 inh	Statin myotox sup	PAX8 reporter	PGC1a acetyl inh	INS-1E GSIS act
# Record of COc1ccc(/C=C/C(=O)O)cc1 : -2	6	14	/	10	/	-8	1
# Record of CCn1cc(C(=O)O)c(=O)c2cc(F)c(N3CCNCC3)nc21 : -2	/	-4	-4	1	-2	-9	/

# Further records.
SMILES,Cneo AK release,LGR2 inh,PglD DTNB,ARNT-TACC3 inh,Statin myotox sup,PAX8 reporter,PGC1a acetyl inh,INS-1E GSIS act
Cc1[nH]c2ccccc2c1/C=N/NC(N)=S,/,5,/,22,/,21,/,3
Cc1cccc(C)c1NC(=O)C1CCCCN1C (stereo unspecified),5,/,-4,-7,-5,-6,-3,/
C/C=C(/C)C(=O)O[C@@H]1c2cc(OC)c(OC)c(OC)c2-c2c(cc3c(c2OC)OCO3)C[C@H](C)[C@]1(C)O,-3,10,1,2,21,-23,-167,-19
CCCOC(=O)c1ccc(O)cc1,-2,-2,4,4,-6,/,-17,13
C/C=C(/C)C(=O)OC1c2c(ccc3ccc(=O)oc23)OC(C)(C)C1OC(=O)/C(C)=C\C (stereo unspecified),2,46,5,4,1,/,-24,-14
COC(=O)C1=CO[C@@H](OC2OC(CO)C(O)C(O)C2O)[C@@H]2[C@@H](C)[C@@H](O)C[C@H]12 (stereo partly specified),-1,16,-4,-1,-2,/,6,-10
CCCCC1C(=O)N(c2ccccc2)N(c2ccccc2)C1=O,2,-14,-1,2,6,-9,-7,34
Nc1c2c(nc3ccccc13)CCCC2O (stereo unspecified),-1,4,-1,-5,0,-12,3,/
O=C(O)CNC(=O)c1ccccc1,-2,-4,-2,-7,6,-11&5,-4,4
Nc1ncnc2nc[nH]c12,-1&2&2,-12,-2&4&-1,-5&-2&-12,5&2&6,-10&-32,-3&-34&-13,21
CC1OC(CC(=O)O)CC2=C1C(=O)c1c(O)cccc1C2=O (stereo unspecified),/,99*,/,33*,/,130*,75*,72*
COc1c(O)cc2c(c1O)[C@@H]1O[C@H](CO)[C@@H](O)[C@H](O)C1OC2=O (stereo partly specified),0,-27,0,-9,10,/,-13,13
CC(=O)Nc1ccccc1,2,-5,6,0,-3,-33,3,-4
COC(c1ccccc1)(c1ccccc1)C(Oc1nc(C)cc(C)n1)C(=O)O (stereo unspecified),1,6,-1,-7,2,-12,-2,-2
COc1ccc2ccc(=O)oc2c1,5,-14,0,-8,12,/,6,0

# 18 entries from above, with two lines to a compound:
# Below each compound – Cneo AK release | LGR2 inh | PglD DTNB | ARNT-TACC3 inh | Statin myotox sup | PAX8 reporter | PGC1a acetyl inh | INS-1E GSIS act
> CC(C)(CO)C(O)C(=O)NCCCO (stereo unspecified)
→ 2 | -2 | 2 | -1 | 0 | 2 | / | 4
> NNC(=O)CP(=O)(c1ccccc1)c1ccccc1
→ 1 | -3 | 4 | 25 | 4 | -2 | 27 | -2
> COc1ccc(/C=C/C(=O)O)cc1
→ -2 | 6 | 14 | / | 10 | / | -8 | 1
> CCn1cc(C(=O)O)c(=O)c2cc(F)c(N3CCNCC3)nc21
→ -2 | / | -4 | -4 | 1 | -2 | -9 | /
> CC[C@]1(O)C[C@@H]2CN(CCc3c([nH]c4ccccc34)[C@@](C(=O)OC)(c3cc4c(cc3OC)N(C)[C@H]3[C@@](O)(C(=O)OC)[C@H](OC(C)=O)[C@]5(CC)C=CCN6CC[C@]43[C@@H]65)C2)C1
→ 3 | / | -2 | 16 | -98 | 95* | 8 | /
> CCCCOc1ccc(CC(=O)NO)cc1
→ 3 | -19 | 1 | -7 | 15 | -23 | 5 | /
> Cc1[nH]c2ccccc2c1/C=N/NC(N)=S
→ / | 5 | / | 22 | / | 21 | / | 3
> Cc1cccc(C)c1NC(=O)C1CCCCN1C (stereo unspecified)
→ 5 | / | -4 | -7 | -5 | -6 | -3 | /
> C/C=C(/C)C(=O)O[C@@H]1c2cc(OC)c(OC)c(OC)c2-c2c(cc3c(c2OC)OCO3)C[C@H](C)[C@]1(C)O
→ -3 | 10 | 1 | 2 | 21 | -23 | -167 | -19
> CCCOC(=O)c1ccc(O)cc1
→ -2 | -2 | 4 | 4 | -6 | / | -17 | 13
> C/C=C(/C)C(=O)OC1c2c(ccc3ccc(=O)oc23)OC(C)(C)C1OC(=O)/C(C)=C\C (stereo unspecified)
→ 2 | 46 | 5 | 4 | 1 | / | -24 | -14
> COC(=O)C1=CO[C@@H](OC2OC(CO)C(O)C(O)C2O)[C@@H]2[C@@H](C)[C@@H](O)C[C@H]12 (stereo partly specified)
→ -1 | 16 | -4 | -1 | -2 | / | 6 | -10
> CCCCC1C(=O)N(c2ccccc2)N(c2ccccc2)C1=O
→ 2 | -14 | -1 | 2 | 6 | -9 | -7 | 34
> Nc1c2c(nc3ccccc13)CCCC2O (stereo unspecified)
→ -1 | 4 | -1 | -5 | 0 | -12 | 3 | /
> O=C(O)CNC(=O)c1ccccc1
→ -2 | -4 | -2 | -7 | 6 | -11&5 | -4 | 4
> Nc1ncnc2nc[nH]c12
→ -1&2&2 | -12 | -2&4&-1 | -5&-2&-12 | 5&2&6 | -10&-32 | -3&-34&-13 | 21
> CC1OC(CC(=O)O)CC2=C1C(=O)c1c(O)cccc1C2=O (stereo unspecified)
→ / | 99* | / | 33* | / | 130* | 75* | 72*
> COc1c(O)cc2c(c1O)[C@@H]1O[C@H](CO)[C@@H](O)[C@H](O)C1OC2=O (stereo partly specified)
→ 0 | -27 | 0 | -9 | 10 | / | -13 | 13

# New compounds follow:
SMILES,Cneo AK release,LGR2 inh,PglD DTNB,ARNT-TACC3 inh,Statin myotox sup,PAX8 reporter,PGC1a acetyl inh,INS-1E GSIS act
C=C1c2cccc(O)c2C(O)=C2C(=O)[C@]3(O)C(O)=C(C(N)=O)C(=O)[C@@H](N(C)C)[C@@H]3[C@@H](O)[C@H]12,-2,/,-2,61*,20,/,-14,/
CC12CCC(=O)C=C1CCC1C2CCC2(C)C1CC[C@]2(O)C(=O)CO (stereo partly specified),0,7,-1,-8,-1,/,-8,-12
COc1c(O)cc2c(c1O)[C@@H]1OC(CO)C(O)C(O)[C@H]1OC2=O (stereo partly specified),-1,11,-1,-2,0,-14,-1,/
NC(N)=NC(=O)Cc1c(Cl)cccc1Cl,1,2,2,-3,2,-4,-2,-12
COc1ccc2nc(NC(=O)Nc3ccccc3)sc2c1,-2,-10,-5,-4,4,-129,-9,-9
CNc1c2c(nn1C)CCCC2,0&1,21&-2,4&4,-9&0,-3&10,0&-20,3,27
Cc1cc(C)cc(OCC2CNC(=O)O2)c1 (stereo unspecified),0,-9,1,/,/,-8,/,8
Cn1c(=O)c2c(ncn2CCO)n(C)c1=O,0,/,1,-2,-6,-11,38,/
O=c1ccn([C@H]2C[C@H](O)[C@@H](CO)O2)c(=O)[nH]1,-1,8,0,4,4,/,-7,-4
O=C(Nc1ccc(C(=O)O)c(O)c1)c1ccccc1,-4,6,5,7,5,22,-26,18
COc1ccc(CN2CCN(C(c3ccc(F)cc3)c3ccc(F)cc3)CC2)c(OC)c1OC,0,/,-4,2,-73,29,22,/
COc1cc2nc(N3CCN(C(=O)[C@H]4COc5ccccc5O4)CC3)nc(N)c2cc1OC,2,-22,-8,9,-19,-20,4,/
O=C(O)/C=C/c1ccc(O)cc1,-3,5,6,-14,-7,/,-3,4

# Source: PubChem BioAssay
